# GSK3A inh: human GSK-3 alpha kinase inhibition; P49840; inhibition, % at 10 µM; ADP-Glo luminescence, 60 min; AID 2650; actives 0.1% (n = 320,000);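 in the data active = inhibition above about 50%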;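 also: GST-tagged GSK-3 alpha with peptide substrate and 25 µM ATP; 0% = DMSO neutral wells and 100% = GW8510 positive control wells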
# PolyA inh: blocks polyadenylation in yeast reporter cells | actives 0.02% (n = 300,000) | calls only at 12 µM | S. cerevisiae SKY197-pL101 polyadenylation reporter, beta-gal luminescence; efflux-impaired pdr1/pdr3 knockout yeast; score 100 = 6 SD above DMSO;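 active = lowest replicate activity score at least 50, where 100 means six control SD above control mean; inconclusive = lowest score under 50 but half or more replicates reach 50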;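 also: yeast exposed to compound for 9 h at 30 °C; higher score means more reporter readthrough which indicates perturbed polyadenylation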
# Platelet DG rel: modulates dense granule release in human platelets; human platelet-rich plasma, SFLLRN dense granule ATP release, luminescence; inhibition, %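 (compounds screened at 7.5 µM in platelet-rich plasma)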; actives 0.22% (n = 300,000);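 active = mean replicate score, as percent of positive control, at or above 50; inconclusive = mean below 50 but at least one replicate at or above 50; inactive = mean and every replicate below 50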
# GSK3beta inhib: human GSK3beta kinase inhibition; P49841; GST-GSK3beta kinase, ADP-Glo luminescence, 60 min; active compounds read low; activity score (negative = inhibition), % at 10 µM; actives 0.038% (n = 300,000); AID 2097;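 active = more than half of replicate wells score below -50%, meaning over 50% inhibition versus plate controls; inconclusive = some replicates but at most half score below -50%; inactive = no replicate scores below -50%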;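 also: 0% = median DMSO wells and -100% = median GW8510 positive control wells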
# Target sequence (P49841 whole entry, looked up): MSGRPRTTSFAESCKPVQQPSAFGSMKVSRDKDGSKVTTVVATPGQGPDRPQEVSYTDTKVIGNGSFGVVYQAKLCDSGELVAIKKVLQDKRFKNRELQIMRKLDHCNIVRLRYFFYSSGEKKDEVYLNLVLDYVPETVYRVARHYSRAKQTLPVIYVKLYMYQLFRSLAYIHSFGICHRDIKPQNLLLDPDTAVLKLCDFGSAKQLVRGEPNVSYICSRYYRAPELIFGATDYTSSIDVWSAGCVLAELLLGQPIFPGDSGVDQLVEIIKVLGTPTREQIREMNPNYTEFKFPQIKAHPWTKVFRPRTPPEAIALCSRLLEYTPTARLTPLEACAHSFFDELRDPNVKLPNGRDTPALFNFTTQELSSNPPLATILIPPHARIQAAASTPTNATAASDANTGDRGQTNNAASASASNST
#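 Test system – GST-tagged human GSK3beta kinase, cell-free · Incubation – 60 min enzyme reaction, room temperature · Signal – ADP-Glo luminescence · Also added – peptide substrate and ATP at 25 µM · Controls – DMSO neutral wells and GW8510 at 20 µM as positive · Buffer or medium – Tris/MgCl2 kinase buffer · Measure – Luminescence-derived activity versus plate DMSO and GW8510 wells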
# Dyrk1A ADPGlo: blocks rat Dyrk1A kinase activity; Q63470; ADP-Glo luminescence, NFATc1 peptide; inhibition, % at 12.5 µM; actives 0.43% (n = 310,000); AID 504441; in the data active = inhibition above about 50%;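 also: plate controls were vehicle with enzyme for no effect and no enzyme for full effect; many of its hits are not listed in these tables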
# HSF1 activator: increases HSF-1 driven luciferase reporter signal. NIH3T3-HGL HSF-1 luciferase reporter, MG132, 8 h; 100% = twice DMSO control signal. activation, % at 9 µM. actives 1.7% (n = 300,000). AID 504408;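 active = mean replicate activation of at least 50% with a set share of replicates each reaching 50%; inconclusive = only one of those two conditions met; inactive = mean below 50% and too few replicates reaching it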;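 also: 0% = median of the neutral control wells and 100% = twice that signal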
# HDAC3 inhib: blocks human histone deacetylase 3. O15379. actives 0.15% (n = 320,000). recombinant HDAC3, fluorogenic peptide/trypsin coupled, fluorescence. inhibition, % at 8.3 µM. AID 2718; in the data active = inhibition above about 26%, passing the limit was not always enough; inconclusive = no clear call, values can overlap the other calls
# Target sequence (O15379 whole entry, looked up): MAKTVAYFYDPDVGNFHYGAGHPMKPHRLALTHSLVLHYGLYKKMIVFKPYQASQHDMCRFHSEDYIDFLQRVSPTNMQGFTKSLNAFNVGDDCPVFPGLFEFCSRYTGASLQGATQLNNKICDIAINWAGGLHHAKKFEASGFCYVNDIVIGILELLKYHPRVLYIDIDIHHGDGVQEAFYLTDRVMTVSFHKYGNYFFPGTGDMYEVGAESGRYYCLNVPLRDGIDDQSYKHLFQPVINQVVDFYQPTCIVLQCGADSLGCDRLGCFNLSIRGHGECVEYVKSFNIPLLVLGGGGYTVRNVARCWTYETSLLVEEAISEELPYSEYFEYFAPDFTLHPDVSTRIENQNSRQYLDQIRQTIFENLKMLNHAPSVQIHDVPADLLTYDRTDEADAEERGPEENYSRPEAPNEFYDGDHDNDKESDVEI
# AI-2 QS modul: Vibrio harveyi AI-2 quorum sensing modulation; actives 0.4% (n = 300,000); Vibrio harveyi JMH597 AI-2 luminescence/OD600 ratio, 9 h; active compounds read low; strain lacks LuxN and CqsS sensors; 0 = neutral-control median; activity change, % at 7.5 µM; AID 2094; in the data active = activity change below about -75%, passing the limit was not always enough; inconclusive = no clear call, values can overlap the other calls;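 also: luminescence divided by OD600 gain over 9 h not by final OD600 alone; inactives centre near 13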
# HSP90 refold inh: inhibitors of HSP90 luciferase refolding in rabbit reticulocyte lysate; luciferase refolding luminescence, 3 h; inhibition, % at 5.6 µM; actives 0.91% (n = 290,000); AID 1789;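 active = inhibition above the screen-wide mean plus 3 SD, computed separately per campaign, cut at about 16% in these data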;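 also: 0% = DMSO wells and 100% = 60 µM geldanamycin wells; inhibitors lower the luminescence because luciferase stays unfolded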
# HSF1 inhib: HSF1 inhibition; NIH3T3-HGL HSE-luciferase, MG132-induced, luminescence 8 h; active compounds read low; activity change, negative = inhibition, % at 7.5 µM (by protocol); actives 0.77% (n = 300,000); AID 2098;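 active = more than half of replicate wells show activity change below -50%, luminescence cut by over half; inconclusive = some wells, but at most half, below -50%; inactive = no replicate well below -50%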;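 also: luciferase reports HSF-1 transcriptional activity via heat shock element; 0% = median of DMSO wells and -100% = zero luminescence signal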
# * hit, by the source's call; i = inactive; ? = inconclusive; . = no result given. These rows are one share of the data, so the mix of outcomes need not match the whole.
SMILES,GSK3A inh,PolyA inh,Platelet DG rel,GSK3beta inhib,Dyrk1A ADPGlo,HSF1 activator,HDAC3 inhib,AI-2 QS modul,HSP90 refold inh,HSF1 inhib
CS(=O)(=O)c1ccccc1C(=O)N1CCN(Cc2ccccc2)CC1,-2,i,-3,-3,-1,7,14,19,0,-3
O=C(NNC(=S)Nc1ccc(F)cc1)C1CC1c1ccc(Cl)cc1 (stereo not given),-4,i,26,0,-3,-22,2,-2,1,0
Cn1nc(C(C)(C)C)cc1C(=O)NN1CCOCC1,-1,i,1,-21,18,-7,-4,9,-3,-5
Nc1cc(=O)[nH]c(=O)n1CC1CC1,-3,i,-3,2,12,-24,1,16,1,-2
O=C(NCc1ccco1)/C(=C/c1ccc(C(F)(F)F)cc1)c1nc2ccccc2[nH]1,7,i,8,-3,-1,42,5,20,0,19
CCCCc1nnc(NC(=O)CCS(=O)(=O)Cc2ccccc2)s1,1,i,16,1,-3,-5,0,14,-4,-3
Cc1c(-c2cccs2)[n+](=O)c2c(n1[O-])CCC2,11,i,5,0,8,-15,1,-3,-2,2
CCOc1ccc(CCNC(=O)CCC(=O)N2CCSc3ccccc32)cc1OCC,.,i,5,2,7,3,.,11,-5,-5
Cc1cc(/C=N/n2cnnc2)c(C)n1-c1ccc(OCc2ccc(Cl)cc2)cc1,-2,i,-4,3,-5,-49,3,27,6,-44
CCOC(=O)c1ccc(N2C(=O)C(O)=C(C(C)=O)C2c2ccc(O)c(OC)c2)cc1 (stereo not given),.,i,4,0,8,-1,12,17,5,3
Cc1ccc(Nc2cc(C)nc3ccc(C)cc23)cc1,1,i,-3,1,3,2,4,33,-2,-5
CC(C)OCCCNC(=O)C(=O)NCCCOC(C)C,0,i,2,2,-2,14,0,13,-3,-5
CC1Cc2ccccc2N1C(=O)COC(=O)Cn1cnc2ccccc2c1=O (stereo not given),-2,i,0,-4,1,5,2,16,4,-3
CCOc1ccc(NC(=O)c2cccs2)c([N+](=O)[O-])c1,-2,i,1,2,-4,15,-6,6,-6,10
Cc1ccn(C(=O)c2ccc(NC(=O)C3CCCCC3)cc2)n1,-1,i,17,0,-5,0,6,35,-2,4
CCNC(=O)Cc1ccc(Br)cc1,2,i,7,1,5,1,-3,22,1,0
COc1ccc(OC)c2[nH]c(=O)c(CCNS(=O)(=O)c3ccc(F)cc3)cc12,1,i,3,0,0,4,-3,8,-2,1
O=S(=O)(NC1CCCCC1NS(=O)(=O)c1ccc(F)cc1)c1ccc(F)cc1 (stereo not given),0,i,-2,-2,.,2,0,12,-1,1
CCOC(=O)c1[nH]c(C)c(/C(O)=C2\C(=O)C(=O)N(CCCN3CCOCC3)C2c2cccs2)c1C (stereo not given),-3,i,-32,9,.,17,-10,15,-4,7
COc1ccc(CCNC(=O)C2CC(c3ccccc3F)=NO2)cc1 (stereo not given),1,i,8,0,-3,1,-2,4,.,-7
Cc1ccc(OCC(=O)NNC(=O)CSc2nnc(-c3ccc(C)cc3)n2C)cc1,3,i,-7,0,-4,-1,-13,9,-4,-3
CC(=NC(C)C)C1=C(O)C(C)OC1=O (stereo not given),-2,i,-3,2,-3,8,0,1,-1,3
CC(C)(C)c1ccc(Oc2ccc(NC(=O)c3ccco3)cn2)cc1,-4,i,3,3,-3,-43,-9,-37,-1,?
COC(=O)Nc1ccc2c(c1)N(C(=O)CCN1CCOCC1)c1ccccc1S2,3,i,3,0,3,49,1,17,2,39
CCOC(=O)C(C(=O)OCC)N(C#N)c1nc(C)cc(C)n1,0,i,-4,3,4,2,-2,13,0,-11
SMILES,GSK3A inh,PolyA inh,Platelet DG rel,GSK3beta inhib,Dyrk1A ADPGlo,HSF1 activator,HDAC3 inhib,AI-2 QS modul,HSP90 refold inh,HSF1 inhib
OCC1(CCc2ccccc2)CCCN(C/C=C/c2ccccc2)C1 (stereo not given),2,i,-3,-3,-5,11,2,3,-1,-2
CCOC(=O)COC(=O)c1ccc(Oc2cc(C)nc(SC)n2)cc1,-2,i,0,3,-6,3,4,1,1,-17
CCC(=O)N1CCc2cc(S(=O)(=O)NC(Cc3ccccc3)C(=O)NC3CCCCC3)ccc21 (stereo not given),.,i,4,1,-7,11,.,14,-2,5
O=C(N=Nc1c(O)[nH]c2ccccc12)c1ccco1,0,i,3,1,13,26,11,16,2,15
CCc1ccc(-c2nc(SCC(=O)NC3CCCC3)n[nH]2)cc1,3,i,-5,1,7,-8,1,12,-3,-1
Nc1c(C(=O)NCc2ccccc2)sc2nc(N3CCOCC3)c3c(c12)CCCC3,1,i,1,0,0,5,15,26,1,10
COc1ccc(CNC(=O)CCSCc2cccc(F)c2)cc1,0,i,-7,1,0,10,-2,14,1,-4
OCCNc1nc(N2CCCCC2)nc2ccccc12,0,i,3,-1,7,25,1,11,2,-3
CC[n+]1c(S(=O)(=O)[O-])ccc2ccc(C)cc21,-1,i,-1,2,0,-17,-3,16,-1,-7
CC/C(=C1/C(=O)CC(C)(C)C(C(=O)OC)C1=O)N1CCCC1 (stereo not given),-2,i,7,-5,1,-12,2,19,-1,2
Cc1ccc(NC(=O)COc2ncnc3cc([N+](=O)[O-])ccc23)cc1S(=O)(=O)N1CCOCC1,0,i,-8,2,37,20,2,6,4,2
CCOc1cccc(N(C(=O)Cc2cccs2)C(C(=O)NC2CCCCC2)c2cccn2C)c1 (stereo not given),-2,i,2,2,.,12,-5,10,0,5
Cc1cccc(C(=O)O)c1NC(=O)Cc1cccc2ccccc12,-5,i,-4,-1,16,11,3,12,-3,2
O=C(NCc1ccco1)c1ccc2nccnc2c1,0,i,-10,6,10,-1,1,3,-8,-1
COC(=O)CN1C(=O)[C@H]2[C@@H](c3ccc(C)o3)N3C(=O)CN(CC4CC4)C(=O)[C@@]3(Cc3ccccc3)[C@H]2C1=O,-1,i,-1,-1,-2,3,3,10,-4,-8
CN(C)CC(O)COc1ccc(C(C)(C)c2ccc(OCC(O)CN(C)C)cc2)cc1 (stereo not given),2,i,8,-3,1,-4,-6,4,-4,1
O=C(NC(=S)Nc1c(Cl)ccc2nsnc12)c1ccccc1F,1,i,-2,3,22,36,2,4,-1,26
CCOc1ccc(-c2nnc(NC(=O)c3ccc(OCC(C)C)c(OC)c3)o2)cc1,-1,i,14,1,1,-39,4,30,7,-34
COc1ccc(C2=NN(CN3C(=O)C(=O)c4ccccc43)C(c3cccc([N+](=O)[O-])c3)C2)cc1 (stereo not given),0,i,13,-6,-5,4,-3,32,9,6
CCN(C(=O)c1cccs1)c1nc(-c2ccc(OC)cc2)cs1,-2,i,-1,-5,4,25,-8,14,3,27
CCOC(=O)c1cccc(NC(=O)Cn2c(CC(=O)NC)nc3ccccc32)c1,0,i,3,0,0,101*,10,18,-2,85
CCCCC(CC)CNC(=O)C(=O)C1C(=O)Nc2ccccc21 (stereo not given),-2,i,15,2,-2,2,2,27,-2,2
CCn1c(P(C)(=O)O)nc2cc(NC(=O)c3ccccc3Cl)ccc21,0,i,-9,0,-2,3,2,11,-1,0
O=C(COc1ccccc1Cl)N1CCCC1,-1,i,2,-1,-5,14,0,-4,1,10
Cc1cccc(C(=O)OC(C)C(=O)NC(=O)NC2CCCCC2)c1O (stereo not given),-1,i,.,0,-6,3,0,12,.,0
SMILES,GSK3A inh,PolyA inh,Platelet DG rel,GSK3beta inhib,Dyrk1A ADPGlo,HSF1 activator,HDAC3 inhib,AI-2 QS modul,HSP90 refold inh,HSF1 inhib
CC1=CC(c2ccc(Cl)cc2)n2nc(N3C(=O)CCC3=O)nc2N1 (stereo not given),0,i,4,0,6,-7,-69,24,-1,-9
Cc1ccc2c(=O)cc(C(=O)NC3CCS(=O)(=O)C3)oc2c1C (stereo not given),.,i,-1,-2,43,-12,.,18,-2,-7
COc1ccc(-c2cn(CCO)nc2-c2ccc(OC)cc2)cc1,0,.,-11,-3,-1,-10,0,31,3,-11
C/C(CC(=O)Nc1ccc2c(c1)OCCO2)=N\NC(=O)c1cccc(O)c1,-1,i,6,0,6,17,-1,24,-3,8
O=C(Nc1ccc2nc(-c3cccs3)c(-c3cccs3)nc2c1)NC1CC1,0,i,-3,1,-1,32,3,-3,5,9
c1coc(CNC2CCCCCCC2)c1,.,i,5,-4,-11,28,7,3,1,0
CCOC(=O)N1CCN(C(=O)c2ccc(NC(=O)c3ccc(C)cc3)cc2)CC1,-3,i,-9,2,2,-32,10,26,3,-27
c1ccc(-c2nnc(OCCN3CCOCC3)c3ccccc23)cc1,.,i,3,0,1,3,0,7,-1,-5
S=c1[nH]nc(-c2ccccn2)n1/N=C/c1c(Cl)cccc1Cl,-3,i,-3,4,16,-11,14,12,1,5
O=C(Nc1cccnc1)c1ccc(Cl)c(Cl)c1,-2,i,2,.,13,-6,-10,.,0,1
O=C(Nc1cccc([N+](=O)[O-])c1)NC1CCCCCCC1,.,.,.,3,9,.,5,8,-3,.
COc1ccc(-c2cc(C(F)(F)F)c3c(=O)n(-c4ccccc4)[nH]c3n2)cc1,-1,i,2,4,-1,-1,3,5,-3,-2
O=C(NCc1n[nH]c(=S)n1-c1cccc(Cl)c1)c1cccs1,-2,i,-7,0,2,3,-5,14,6,-2
Clc1cccc(Cl)c1CNC1CCCC1,-3,i,0,-1,-3,10,5,11,-1,2
O=c1c2c(ncn2C2CCCC2)n(Cc2ccccc2)c(=O)n1CCOc1ccc(Br)cc1,-1,i,-1,-2,-5,-4,?,25,3,15
COC(=O)c1cccc(NC(=O)c2ccco2)c1,.,i,2,-1,15,-2,8,13,-5,0
COc1ccc(C)cc1S(=O)(=O)Nc1cccc(Cl)c1,0,i,1,0,-2,9,-6,8,0,1
CC(=O)N1CCOc2ccc(S(=O)(=O)NC(C)c3ccccc3)cc21 (stereo not given),-2,i,14,-1,-1,-6,2,.,-1,-2
Cc1ccnc(NC(=O)CCC(=O)N(CC(=O)NC(C)(C)C)C2CCCC2)c1,5,i,8,-1,-6,-11,-7,25,-2,-5
Cc1ccc(-n2ncc3c2CC(C)(C)CC3NC(=O)CCn2cncn2)cc1 (stereo not given),.,i,-4,2,-1,1,0,12,-6,-5
COc1ccc(-c2nc3c4ccccc4ccn3c2C=O)cc1,-1,i,1,1,12,14,1,18,-1,-13
Cc1ccc(NC(=O)Nc2cccc(C(F)(F)F)c2)nc1,0,i,5,1,-3,17,1,14,-2,2

# Three compounds already listed, sorted by their value in HSP90 refold inh, ascending.
mol	HSP90 refold inh
Cc1ccc(NC(=O)Nc2cccc(C(F)(F)F)c2)nc1	-2
Nc1c(C(=O)NCc2ccccc2)sc2nc(N3CCOCC3)c3c(c12)CCCC3	1
CCN(C(=O)c1cccs1)c1nc(-c2ccc(OC)cc2)cs1	3
